Diaph act CS: activates diaphorase or chemically reduces, flagging diaphorase assay artifacts. activation factor at 20 µM. Diaphorase/resazurin coupled assay, resorufin fluorescence, 16 min; hits give high values; 1 = vehicle wells, 0 = NADH-free wells. 190,000 tested, 0.005% active;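 active = diaphorase activity raised at least twofold by the compound at 20 µM; inactive = activation factor below 2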
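Material: Clostridium kluyveri diaphorase, purified enzyme; Quantity: enzyme 0.07 U/mL final; Medium: HEPES pH 7.4 buffer with MgCl2 and Tween 20; Dosing: single compound dose of 20 µM, 1% DMSO final; Schedule: 16 min reaction at room temperature; Measured by: red resorufin fluorescence at 544/590 nm excitation/emission.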
Hsp70 activator: Hsp70 transcriptional activation, primary screen. HeLa Hsp70 promoter luciferase reporter, luminescence; scaled: vehicle 0, proteasome-inhibitor control 100%. activation, % at 10 µM. 200,000 tested, 0.04% active;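 active = activation above the mean across all tested compounds plus 3 SD, cutoff set per campaign, cut at about 5.5% in these data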;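 note: 100% = MG132 at 30 µM as the positive control and 0% = DMSO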
Diaphorase inh: counter-screen for diaphorase-based assays: diaphorase inhibitors and chemical oxidizers | diaphorase resazurin-to-resorufin fluorescence, NADH, 16 min; bacterial (C. kluyveri) enzyme, not human | inhibition, % at 20 µM | 190,000 tested, 0.69% active;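 active = primary screen inhibition at 20 µM above a set limit, cut at about 50% in these data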;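 note: plate controls were DMSO with full reaction for no effect and wells lacking NADH for full effect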
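Assay system: diaphorase enzyme from Clostridium kluyveri. Quantity: enzyme working solution with 0.14 U/mL diaphorase. Schedule: reaction incubation of 16 min at room temperature. Technique: resorufin fluorescence, excitation 544 nm, emission 590 nm. Controls: No-NADH positive control and DMSO neutral control.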
STAT3 act: increases IL-6 driven STAT3 reporter signal; U3A cells, IL-6 STAT3-luciferase reporter, luminescence; 100% = signal with IL-6 EC80 alone; activation (% of control), % at 5.6 µM; AID 871; 190,000 tested, 0.91% active;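 active = activation above the screen-wide mean of compound activation plus 3 SD, cut at about 130% in these data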;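 note: 0% = background luminescence of wells with medium and substrate only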
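Test system: Human STAT1-deficient U3A cells with stable STAT3-luciferase reporter | Also added: Interleukin-6, 33 ng/mL | Timing: Compound pre-incubation 1 h before IL-6, then 6 h stimulation at 37 °C | Technique: Luciferase reporter luminescence | Read-out: Percent of IL-6-only median luminescence | Benchmarks: IL-6-only wells as 100% reference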
STAT1 blocker: STAT1 signaling inhibition; inhibition, % at 5.5 µM; NIH 3T3 STAT1-luciferase reporter, IFN-gamma, luminescence; 200,000 tested, 0.35% active;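 active = inhibition above a set limit, the mean inhibition across all tested compounds plus 3 SD, cut at about 34% in these data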;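 note: 0% = IFN-gamma with DMSO and 100% = IFN-gamma with 300 µM nifuroxazide; values of inactives mirror those of a sister screen read the other way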
TLR4 MyD88 comp: inhibitors of human TLR4-MyD88 binding; O00206+Q99836; HeLa CL3-4 TLR4/MyD88 BLA complementation, FRET ratio; 200,000 tested, 0.18% active; inhibition, % at 8.4 µM; in the data active = inhibition above about 25%;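 note: 0% = vehicle and 100% = reference inhibitor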
Target sequence (O00206 whole entry, looked up): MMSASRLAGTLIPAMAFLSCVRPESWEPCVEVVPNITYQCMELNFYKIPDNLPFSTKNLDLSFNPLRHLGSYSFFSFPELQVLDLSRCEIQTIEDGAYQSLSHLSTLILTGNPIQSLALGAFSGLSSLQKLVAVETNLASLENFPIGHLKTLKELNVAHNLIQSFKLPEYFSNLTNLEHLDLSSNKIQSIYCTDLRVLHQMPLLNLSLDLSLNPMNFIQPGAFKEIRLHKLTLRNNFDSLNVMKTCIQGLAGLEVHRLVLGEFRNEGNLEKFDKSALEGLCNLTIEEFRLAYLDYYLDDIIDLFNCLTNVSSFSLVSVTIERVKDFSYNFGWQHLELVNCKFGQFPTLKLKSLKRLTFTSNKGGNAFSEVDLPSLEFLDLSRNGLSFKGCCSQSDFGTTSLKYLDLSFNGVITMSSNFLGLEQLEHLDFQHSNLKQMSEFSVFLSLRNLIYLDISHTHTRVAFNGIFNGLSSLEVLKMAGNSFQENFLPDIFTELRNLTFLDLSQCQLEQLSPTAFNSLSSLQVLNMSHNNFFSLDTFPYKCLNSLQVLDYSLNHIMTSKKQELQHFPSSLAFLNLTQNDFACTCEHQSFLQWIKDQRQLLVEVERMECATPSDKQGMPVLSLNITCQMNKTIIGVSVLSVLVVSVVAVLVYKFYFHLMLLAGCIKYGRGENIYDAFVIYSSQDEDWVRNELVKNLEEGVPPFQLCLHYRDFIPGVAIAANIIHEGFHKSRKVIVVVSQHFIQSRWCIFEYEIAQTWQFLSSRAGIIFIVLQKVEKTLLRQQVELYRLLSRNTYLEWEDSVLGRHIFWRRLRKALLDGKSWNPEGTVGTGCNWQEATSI
Target sequence (Q99836 whole entry, looked up): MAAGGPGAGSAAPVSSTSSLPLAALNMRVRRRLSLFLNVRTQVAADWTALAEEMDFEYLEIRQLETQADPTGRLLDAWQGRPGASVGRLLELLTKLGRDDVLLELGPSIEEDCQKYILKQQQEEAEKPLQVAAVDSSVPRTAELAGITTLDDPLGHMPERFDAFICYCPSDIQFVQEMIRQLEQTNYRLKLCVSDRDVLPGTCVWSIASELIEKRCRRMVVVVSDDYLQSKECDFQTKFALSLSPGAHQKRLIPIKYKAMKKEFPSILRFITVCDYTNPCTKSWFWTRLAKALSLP
APP transl inh: APP translation inhibition; 190,000 tested, 0.82% active; AID 1285; SH-SY5Y APP 5'UTR-luciferase reporter, luminescence; inhibition, % at 2 µM;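 active = inhibition above a set limit, derived from the sample mean plus 3 SD, cut at about 45% in these data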; note: values of inactives mirror those of a sister screen read the other way
STAT1 act: increases IFN-gamma driven STAT1 reporter signal; activation (% of control), % at 5.5 µM; NIH 3T3 STAT1-luciferase reporter, luminescence; 100% = IFN-gamma alone, no compound; 200,000 tested, 2.6% active; AID 932;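 active = activation above the screen-wide mean activation plus 3 SD, cut at about 130% in these data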;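 note: raw ratio to IFN-gamma control signal so 100% means no change and 0% no light; values of inactives mirror those of a sister screen read the other way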
STAT3 blocker: reduces IL-6 driven STAT3 reporter signal; U3A cells, IL-6 STAT3-luciferase reporter, luminescence; host cell line lacks STAT1; inhibition, % at 5.5 µM; 190,000 tested, 0.89% active; AID 862;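 active = inhibition above the mean inhibition across all screened compounds plus 3 SD, cut at about 44% in these data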;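 note: 0% = DMSO only wells and 100% = 100 µM nifuroxazide control wells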
G6PDH counter: inhibits Leuconostoc G6PDH, flagging false hits in G6PDH-based assays; AID 1020; 200,000 tested, 0.12% active; inhibition, % at 5 µM; Purified L. mesenteroides G6PDH, diaphorase/resazurin coupled fluorescence, 45 min; in the data active = inhibition above about 50%
* hit, by the source's call; · = not tested or not shown. Rows were taken by chance. Share with any hit: about 6.1%.

nr	canonical_smiles	Diaph act CS	Hsp70 activator	Diaphorase inh	STAT3 act	STAT1 blocker
1	CN1CCC(=NNC(=O)CSCc2ccccc2)CC1	0.9	0.2	9	98	4
2	CC1(C)CC(=O)C2=C(C1)Nc1ccccc1N(C(=O)C1CC1)C2c1ccco1 (configuration not stated)	·	-0.1	·	98	-6
3	Cc1ccc2c(c1)NC(=O)C(CC(=O)NCCCN1CCCC1=O)O2 (configuration not stated)	1.1	-0.1	-9	104	9
4	CCCCNC(=O)Nc1nnc(-c2ccccc2)o1	1.2	-0.5	-16	93	1
5	O=C(NCCN1CCN(Cc2ccccc2Cl)CC1)Nc1ccccc1	0.9	0.1	12	103	-5
6	CC1Cc2ccccc2N1C(=O)CN1C(=O)COc2ccccc21 (configuration not stated)	1	-0.2	4	94	4
7	CCOc1ccc(C(CC(=O)O)NC(=O)c2ccco2)cc1 (configuration not stated)	1	-0.2	0	90	9
8	Cn1cnnc1SCC(=O)NNC(=O)c1ccc(Cl)cc1	0.9	-0.3	9	95	10
9	O=C(Nc1cccc(F)c1)NC1(C(=O)N2CCOCC2)CCCCC1	1	-0.2	5	97	3
10	COc1ccc(C(=O)CSc2nc3ccc([N+](=O)[O-])cc3[nH]2)cc1	0.9	-0.2	12	97	3
11	N#CC(c1ccncc1)(c1ncc(C(F)(F)F)cc1Cl)N1CCOCC1 (configuration not stated)	0.8	-0.1	24	85	-7
12	O=C(Cn1nnc(-c2ccc(CN3CCOCC3)cc2)n1)NC1CCCCC1	0.9	-0.4	8	94	3

nr	TLR4 MyD88 comp	APP transl inh	STAT1 act	STAT3 blocker	G6PDH counter
1	10	-9	97	10	2
2	7	-3	105	8	18
3	0	5	92	4	3
4	-12	-2	99	8	14
5	3	-12	104	0	3
6	1	12	96	12	-1
7	14	6	92	16	15
8	-4	5	92	3	3
9	3	-25	97	11	16
10	-6	1	97	6	-37
11	-4	-6	106	22	9
12	-5	-9	97	12	7

Further records follow.
nr	canonical_smiles	Diaph act CS	Hsp70 activator	Diaphorase inh	STAT3 act	STAT1 blocker
13	CC1=CCC(C(=O)O)(C(=O)N/N=C/c2cccnc2)C(c2ccccc2)C1 (configuration not stated)	0.8	0.0	19	96	3
14	CCOC(=O)Cn1c(=O)c2c(nc3n2CCN3Cc2ccccc2)n(C)c1=O	0.9	-0.2	11	109	-6
15	Cc1ccc2c(c1)C(c1ccccc1)N(C(=O)c1ccc(Br)o1)CC(=O)N2 (configuration not stated)	0.9	-0.6	11	135*	8
16	CCOCc1nnc(NC(=O)CCc2ccccc2)s1	1	-0.3	-3	102	-6
17	COc1cc(/C=N/NC(=O)c2ccc(CN(C)S(=O)(=O)c3ccc(C)cc3)cc2)ccc1O	1	0.1	0	85	5
18	Cc1ccc(S(=O)(=O)N2CCN(CC(=O)Nc3ccc([N+](=O)[O-])cc3)CC2)cc1C	0.8	-0.1	24	105	-4
19	COc1ccc(OCCSc2nnc(CCNC(=O)c3ccc(OC)cc3)n2C)cc1	0.9	-0.1	10	92	-3
20	O=C(Cc1ccc(Cl)cc1)NCC(=O)N1CCCC1	0.9	-0.1	7	91	4
21	CCCn1c(N)c(C(=S)NC(=O)C2CC2)c(=O)n(C)c1=O	0.5	-0.2	52*	97	4
22	CCOC(=O)Cc1c(C)nc2c(-c3ccccc3)c(C)[nH]n2c1=O	1.1	-0.3	-11	101	-8
23	O=c1[nH]cc(NCCc2ccccc2)c(=O)[nH]1	0.7	-0.2	26	94	-6
24	NC(=O)c1ccc(-n2nnnc2SCc2ccccc2)cc1	1	0.4	1	112	0

nr	TLR4 MyD88 comp	APP transl inh	STAT1 act	STAT3 blocker	G6PDH counter
13	-3	-15	96	9	-3
14	11	10	105	-5	11
15	-6	-21	92	-38	-4
16	2	-1	106	-3	-5
17	-9	10	93	26	0
18	7	9	104	-2	7
19	8	-12	102	20	4
20	7	-7	96	14	-8
21	-1	-8	96	3	-10
22	6	9	104	8	9
23	5	-2	105	15	1
24	-1	-10	100	-11	12

New compounds follow
nr	canonical_smiles	Diaph act CS	Hsp70 activator	Diaphorase inh	STAT3 act	STAT1 blocker
25	CC(C)C(NC(=O)c1ccccc1)C(=O)NCCc1ccccc1 (configuration not stated)	0.9	0.1	12	108	-10
26	COc1cc(NC(=O)CSCc2cnn(-c3ccccc3)c2-n2cccc2)cc(OC)c1	0.7	-0.5	32	98	0
27	O=C(CSCc1c(Cl)cccc1Cl)NN1C(=O)c2ccccc2C1=O	0.8	-0.1	20	99	-8
28	CCSCC1COC(c2cccn2Cc2ccc(C)cc2)=N1 (configuration not stated)	1	0.0	1	106	-8
29	Cc1ccc(NC(=O)CSc2nnc(-c3cccs3)o2)cc1S(=O)(=O)N(C)C	1.1	0.4	-6	97	-14
30	O=S(=O)(Nc1ccc(N2CCOCC2)cc1)c1ccc(Cl)s1	0.8	-0.3	16	102	-1
31	COc1ccccc1NC(=O)C(C)N1CCN(C/C=C/c2ccccc2)CC1 (configuration not stated)	0.9	-0.2	10	102	13
32	COc1cccc(OC)c1C(=O)NC(=S)Nc1ccc2oc(-c3ccncc3)nc2c1	1	0.3	4	81	-2
33	CC(C)=N/N=C1/NC(=O)C(CC(=O)Nc2cc(Cl)ccc2C)S1 (configuration not stated)	1	0.2	2	98	-9
34	Cc1c(C(=O)Cc2ccccc2)n(C)c2ccccc12	0.8	0.1	18	85	5
35	O=C(O)CC(NC(=O)Cc1ccccc1)c1cc([N+](=O)[O-])ccc1Cl (configuration not stated)	0.9	-0.3	6	98	-6
36	C/C(=N\Nc1ncc(Cl)cc1Cl)c1ccc(OC(F)F)cc1	0.8	-0.2	22	97	-24

nr	TLR4 MyD88 comp	APP transl inh	STAT1 act	STAT3 blocker	G6PDH counter
25	7	17	107	-2	6
26	-7	5	100	7	4
27	6	-10	107	7	-5
28	-14	10	107	-5	8
29	-10	-52	114	9	11
30	-7	-3	101	-2	6
31	-7	-6	88	1	1
32	-2	-2	99	28	-2
33	-19	-7	108	3	1
34	3	-8	95	19	-1
35	0	-15	104	12	4
36	-18	-60	122	6	-14

Grouped by structure, the compounds so far with an aryl methoxy group (6)
nr	canonical_smiles	Diaph act CS	Hsp70 activator	Diaphorase inh	STAT3 act	STAT1 blocker
10	COc1ccc(C(=O)CSc2nc3ccc([N+](=O)[O-])cc3[nH]2)cc1	0.9	-0.2	12	97	3
17	COc1cc(/C=N/NC(=O)c2ccc(CN(C)S(=O)(=O)c3ccc(C)cc3)cc2)ccc1O	1	0.1	0	85	5
19	COc1ccc(OCCSc2nnc(CCNC(=O)c3ccc(OC)cc3)n2C)cc1	0.9	-0.1	10	92	-3
26	COc1cc(NC(=O)CSCc2cnn(-c3ccccc3)c2-n2cccc2)cc(OC)c1	0.7	-0.5	32	98	0
31	COc1ccccc1NC(=O)C(C)N1CCN(C/C=C/c2ccccc2)CC1 (configuration not stated)	0.9	-0.2	10	102	13
32	COc1cccc(OC)c1C(=O)NC(=S)Nc1ccc2oc(-c3ccncc3)nc2c1	1	0.3	4	81	-2

nr	TLR4 MyD88 comp	APP transl inh	STAT1 act	STAT3 blocker	G6PDH counter
10	-6	1	97	6	-37
17	-9	10	93	26	0
19	8	-12	102	20	4
26	-7	5	100	7	4
31	-7	-6	88	1	1
32	-2	-2	99	28	-2

Going on with the list.
nr	canonical_smiles	Diaph act CS	Hsp70 activator	Diaphorase inh	STAT3 act	STAT1 blocker
37	CCOC(=O)c1c(NC(=O)C2CC(Cl)=CCC2C(=O)O)sc2c1CC(C)(C)OC2 (configuration not stated)	1.1	0.1	-7	99	17
38	Cc1ccc(C(=O)CSc2nnc(CNc3nc(-c4ccccc4)cs3)n2C)cc1	1	-0.1	4	98	-10
39	Cc1ccc2nc(Cc3ccc(N)cc3)[nH]c2c1	1.1	0.8	-14	112	-35
40	CCOc1cc(N2CCOCC2)c(OCC)cc1NC(=O)Cc1cccc(OC)c1	0.8	-0.2	17	97	7
41	COc1ccc(N(CC(=O)Nc2cccc(OC)c2)S(=O)(=O)c2c(C)nn(C)c2C)cc1	0.8	-0.4	20	96	-1
42	CC(C)CCOC(=O)C1C2C=CC3(CN(Cc4cccs4)C(=O)C13)O2 (configuration not stated)	0.9	-0.1	7	102	4
43	Cc1cc(-c2ccccc2)nc2[nH]n(-c3ccccc3)c(=O)c12	0.9	-0.3	12	98	-5
44	COc1ccc2c(c1)Cc1sc(NC(=O)c3cccs3)nc1-2	0.8	0.3	22	91	-69
45	Cc1ccc(-c2nnc(OCc3cccnc3)c3ccccc23)cc1	0.7	-0.3	27	81	-3
46	COc1ccc(N=c2scc(-c3ccc(S(=O)(=O)N4CCOCC4)cc3)n2CCCO)cc1	0.7	-0.4	30	68	25
47	Cc1ccc(S(=O)(=O)c2nnn3c2nc(N2CCCCC2)c2ccccc23)cc1	1	-0.1	2	95	5
48	NC(=O)c1ccc(-n2nnnc2SCC(=O)Nc2ccccc2-c2ccccc2)cc1	0.8	-0.3	24	98	3

nr	TLR4 MyD88 comp	APP transl inh	STAT1 act	STAT3 blocker	G6PDH counter
37	-4	5	85	4	7
38	-4	-13	109	11	3
39	5	-160	131*	-2	12
40	-6	2	93	7	-2
41	-6	1	101	9	9
42	2	-8	97	3	-5
43	-15	1	105	4	2
44	0	-115	149*	12	23
45	-11	3	101	29	17
46	2	-11	76	44*	5
47	-12	5	95	8	-2
48	14	-11	97	5	-5

Going on with the list:
nr	canonical_smiles	Diaph act CS	Hsp70 activator	Diaphorase inh	STAT3 act	STAT1 blocker
49	CC1(C)Cc2nc(N3CCOCC3)c(C#N)cc2CO1	1	-0.4	3	107	4
50	CC(NC(=O)c1ccccc1NC(=O)c1ccccc1)C(=O)N1CCOCC1 (configuration not stated)	0.9	-0.1	11	111	1
51	CCOc1ccc(/C=C(/NC(=O)c2ccccc2Cl)C(=O)O)cc1	0.8	-0.4	15	94	5
52	CC1CCCN(C(=O)CSc2nnc(-c3cccnc3)n2C2CCCCC2)C1 (configuration not stated)	0.8	-0.3	22	102	7
53	O=C1C(=O)N(CC2CCCO2)C(c2ccco2)/C1=C(/O)c1ccc(F)cc1 (configuration not stated)	0.8	-0.4	18	88	10
54	Cn1c(=O)c(NCCO)c2c3c(cccc31)C(=O)c1ccccc1-2	0.8	-0.3	19	86	20

nr	TLR4 MyD88 comp	APP transl inh	STAT1 act	STAT3 blocker	G6PDH counter
49	-22	8	96	-6	6
50	-8	-8	99	-3	-1
51	-6	-12	94	9	12
52	-7	14	93	6	5
53	13	5	89	19	7
54	2	6	82	16	-9
